Assay outcomes as filed in PubChem BioAssay.
PI4K2A inh – blocks human PI4K2A kinase activity. purified PI4K2A, ADP-Glo luminescence, 1 h; hits give low values. activity change, negative = inhibition, % at 76.9 µM. 420,000 compounds, 0.13% hits; in the data active = activity change below about -50%;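 also: -100% = wells without enzyme as full effect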
Target sequence (Q9BTU6 whole entry, looked up): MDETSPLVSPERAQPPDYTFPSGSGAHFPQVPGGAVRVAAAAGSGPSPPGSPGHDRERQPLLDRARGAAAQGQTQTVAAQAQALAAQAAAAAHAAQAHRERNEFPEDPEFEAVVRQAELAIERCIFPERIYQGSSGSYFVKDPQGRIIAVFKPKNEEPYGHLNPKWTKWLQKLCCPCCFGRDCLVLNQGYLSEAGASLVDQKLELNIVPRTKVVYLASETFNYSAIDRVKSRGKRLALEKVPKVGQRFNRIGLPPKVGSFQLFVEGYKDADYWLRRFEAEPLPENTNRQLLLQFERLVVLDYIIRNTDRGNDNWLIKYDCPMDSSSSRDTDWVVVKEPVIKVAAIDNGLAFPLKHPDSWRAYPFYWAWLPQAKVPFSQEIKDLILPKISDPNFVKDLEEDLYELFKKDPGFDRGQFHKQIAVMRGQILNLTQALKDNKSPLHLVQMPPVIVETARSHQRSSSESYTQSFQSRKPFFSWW
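In this quantitative HTS, ADP production by PI4K2A was quantified luminescently after 1 h at ambient temperature; 100 microM adenosine served as plate-quality control.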
LDHA inh – blocks human lactate dehydrogenase A; P00338; purified LDHA, NADH/diaphorase-resazurin fluorescence; hits give low values; activity change, % (values are at about 110 or 230 µM); 480,000 compounds, 0.15% hits; in the data active = activity change below about -30%;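 also: plate controls were DMSO wells for no effect and wells without enzyme for full effect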
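Enzyme activity of human lactate dehydrogenase 5 (2 nM; 0.06 mM NADH, 0.2 mM pyruvate, 5 min, RT) is measured via a resazurin/diaphorase fluorescence readout of residual NADH.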
USP1 inh – blocks the human USP1/UAF1 deubiquitinase complex; recombinant USP1/UAF1, Ub-Rhodamine cleavage fluorescence; Potency, µM (top dose mostly 57.1 µM), without a hit: at the top dose activity change, negative = inhibition, actives largely listed as inhibitors; 390,000 compounds, 0.23% hits; also: potency is read from the fitted curve at half-maximal effect; % is scaled to controls: 0 for no effect and ±100 for the full control effect; nearly all actives have a fitted effect of over 60% in size; inactives centre near -12
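1 nM enzyme complex + cpd, 15 min RT; start with Ub-Rho 150nM final; kinetic fluorescence ex 480/em 540, 6 reads q60 s. Buffer 50mM HEPES pH 7.8, 0.5mM EDTA, 0.1 mg/ml BSA, 1mM TCEP, 0.01% Tween-20.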
IDH1 R132H inh – blocks human mutant IDH1 R132H enzyme; O75874; IDH1-R132H enzyme, NADPH consumption, diaphorase/resazurin fluorescence; Potency, µM (titrated, usually from 76.6 µM), for inactives: top-dose activity change, negative = inhibition, hits mostly inhibitors; 390,000 compounds, 0.093% hits; AID 602179; also: potency is read from the fitted curve at half-maximal effect; % is scaled to controls: 0 for no effect and ±100 for the full control effect; nearly all actives have a fitted effect of over 65% in size
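IDH1-R132H (0.5 ug/mL) preincubated 30 min with compound, then NADPH (0.016 mM) and alpha-KG (2 mM) added; 80 min at RT, pH 7.5. Remaining NADPH coupled via diaphorase/resazurin to fluorescence (540/590 nm); concentration-response curves normalized to no-enzyme control.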
Vif-APOBEC3F blk – Vif-A3F binding inhibition | 390,000 compounds, 0.2% hits | AID 602313 | HeLa A3F-eYFP + Vif (tagged APOBEC3F with the HIV-1 protein that degrades it), YFP fluorescence increase | Potency, µM (titrated, usually from 46.1 µM), for the others: top-dose activity, negative = active; also: potency is read from the fitted curve at half-maximal effect; % of control where 0% means no effect; nearly all actives have a fitted effect of over 65% in size
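Fluorescence increase (Ex 488/Em 500-530) after overnight compound treatment at 37 deg C flags inhibition of Vif-driven A3F-eYFP loss in stable HeLa A3F-eYFP/Vif cells seeded overnight beforehand.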
TrxR1 substrate – rat thioredoxin reductase 1 substrate activity. O89049. purified TrxR1 substrate turnover, NADPH consumption readout. Potency, µM (doses to about 114 µM), without a hit: top-dose activity change, negative = substrate turnover. 390,000 compounds, 0.01% hits; also: potency is read from the fitted curve at half-maximal effect; % is scaled to controls: 0 for no effect and ±100 for the full control effect; nearly all actives have a fitted effect of over 50% in size
Target sequence (O89049 whole entry, looked up): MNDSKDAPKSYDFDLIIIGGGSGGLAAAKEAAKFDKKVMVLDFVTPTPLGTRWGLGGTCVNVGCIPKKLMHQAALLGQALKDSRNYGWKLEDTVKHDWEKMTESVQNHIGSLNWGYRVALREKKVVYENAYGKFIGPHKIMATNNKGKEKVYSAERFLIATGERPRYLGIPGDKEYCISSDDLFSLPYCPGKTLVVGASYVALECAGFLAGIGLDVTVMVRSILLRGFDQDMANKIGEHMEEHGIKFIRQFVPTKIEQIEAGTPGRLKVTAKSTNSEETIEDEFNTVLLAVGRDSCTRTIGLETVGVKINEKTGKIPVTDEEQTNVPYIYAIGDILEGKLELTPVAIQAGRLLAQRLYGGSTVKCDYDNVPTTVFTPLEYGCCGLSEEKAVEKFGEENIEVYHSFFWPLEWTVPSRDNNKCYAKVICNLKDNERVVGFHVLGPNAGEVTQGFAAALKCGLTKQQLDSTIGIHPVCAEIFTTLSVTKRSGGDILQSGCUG
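Rat TrxR1, dispensed at 90 nM, was prereduced with 400 uM NADPH (final) for 5 min at ~22 deg C, then incubated with compound 15 min before 400 uM selenite. A first-read NADPH fluorescence drop versus no-compound background flagged substrates.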
RXFP1 ag – RXFP1 (human) receptor agonism. Potency, µM (top dose mostly 57.5 µM), for inactives: top-dose activation, usual class: activators. 370,000 compounds, 0.3% hits. HEK293T-RXFP1 cAMP TR-FRET, 30 min; response scale: percent of porcine relaxin response, buffer zero; also: potency is read from the fitted curve at half-maximal effect; % is scaled to controls: 0 for no effect and ±100 for the full control effect; nearly all actives have a fitted effect of over 60% in size; many of its hits are not listed in these tables
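cAMP rise read by TR-FRET after 30 min, 37C compound exposure (up to 58 uM) in RXFP1-transfected HEK293 cells with Ro 20174 present. EC50 from Hill-equation fits, with 29 nM porcine relaxin as 100% and buffer as basal.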
Vif-APOBEC3G blk – Vif-A3G binding inhibition; Q9HC16; HeLa A3G-eYFP + Vif (tagged APOBEC3G with the HIV-1 protein that degrades it), YFP fluorescence, overnight; Potency, µM (highest dose often 46.1 µM), inactives show at the highest dose activity, negative = active, hits mostly inhibitors; 410,000 compounds, 0.076% hits; AID 602310;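 also: potency is read from the fitted curve at half-maximal effect; % is scaled to controls: 0 for no effect and ±100 for the full control effect; nearly all actives have a fitted effect of over 60% in size; hits raise eYFP signal because A3G escapes Vif-driven loss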
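HeLa cells stably expressing Vif and C-terminally eYFP-tagged A3G, seeded overnight at 37 deg C, then exposed to compound by pintool overnight at 37 deg C. Rise in yellow fluorescence (Ex 488/Em 500-530, Acumen) marks blocked Vif-driven A3G degradation.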
Glioma ERSR ind – induces the endoplasmic reticulum stress response in human glioma cells | 420,000 compounds, 0.02% hits | Potency, µM, for the others: at the top dose activation, most hits filed as activators | U87-MG GRP78 promoter luciferase reporter, 16 h; also: potency is read from the fitted curve at half-maximal effect; series mostly up to about 76 µM; % of control where 0% means no effect; nearly all actives have a fitted effect of over 35% in size
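Stably transfected U87-MG glioma cells carrying a GRP78-based luciferase sensor; 16 h compound incubation. Luminescence end-point read 10 min after Bright-Glo addition at room temperature.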
Starred values were filed as active, the others as inactive; [ ] = dose if it differs, or a comment. Unless noted, calls follow the shape of the dose curve; as a rule, active = well fitted curve in the direction sought with a large enough effect; inconclusive = small, poorly fitted or top-dose-only effect, or another doubt; inactive = no such curve, though single readings can be large; an effect the other way counts as inactive or inconclusive.

How did Brc1cccc(CNn2cnnc2)c1 do in these assays?
PI4K2A inh: -1; LDHA inh: -8; USP1 inh: -22%; IDH1 R132H inh: -7%; Vif-APOBEC3F blk: -4%; TrxR1 substrate: 1%; Vif-APOBEC3G blk: -8%; Glioma ERSR ind: 1%

How did COc1ccc(N2CCN(C(=O)c3ccc4nc(N5CCCCC5)sc4c3)CC2)cc1 do in these assays?
PI4K2A inh: 2; LDHA inh: 2; USP1 inh: -17%; IDH1 R132H inh: 0%; Vif-APOBEC3F blk: 0%; TrxR1 substrate: -3%[57.1 µM]; RXFP1 ag: 1.1%; Vif-APOBEC3G blk: -2%; Glioma ERSR ind: -2%

What do the screens show for `O=C(C1CCCN(C2CC(=O)N(c3ccc(Cl)cc3)C2=O)C1)N1CCCC1` (centres undefined)?
PI4K2A inh: 2; LDHA inh: -3; USP1 inh: -6%; IDH1 R132H inh: 5%; Vif-APOBEC3F blk: 1%; TrxR1 substrate: -3%; RXFP1 ag: -0.4%; Vif-APOBEC3G blk: 3%; Glioma ERSR ind: -2%

What do the screens show for `N#Cc1cnn(Cc2ccccc2)c1/N=C/N1CCOCC1`?
PI4K2A inh: -1; LDHA inh: -4; USP1 inh: -4%; IDH1 R132H inh: 1%; Vif-APOBEC3F blk: -8%; TrxR1 substrate: -6%; RXFP1 ag: -0.7%; Vif-APOBEC3G blk: 3%; Glioma ERSR ind: -4%

How did COc1ccc(S(=O)(=O)N(C)CC(=O)NCCc2ccccc2)cc1OC do in these assays?
PI4K2A inh: 4; LDHA inh: -1; USP1 inh: -10%; IDH1 R132H inh: -10%; Vif-APOBEC3F blk: 6%; TrxR1 substrate: 3%; RXFP1 ag: 0.0%; Vif-APOBEC3G blk: 2%; Glioma ERSR ind: 0%

What do the screens show for `CCOC(=O)c1cc2cc(CC(=O)c3ccc(OCC)cc3O)ccc2o1`?
PI4K2A inh: -7; LDHA inh: -2; USP1 inh: -2%; IDH1 R132H inh: 2%; TrxR1 substrate: -3%; RXFP1 ag: -1.0%; Vif-APOBEC3G blk: 2%; Glioma ERSR ind: -2%

How did COc1ccc2c(c1)CC/C2=N\NC(=O)c1ccccc1 do in these assays?
PI4K2A inh: -1; LDHA inh: -8; USP1 inh: -18%; IDH1 R132H inh: 1%; Vif-APOBEC3F blk: -15%; TrxR1 substrate: -1%; RXFP1 ag: 0.2%; Vif-APOBEC3G blk: 0%; Glioma ERSR ind: -1%

How did O=C1c2cc(S(=O)(=O)N(CCO)CCO)ccc2-c2ccc(S(=O)(=O)N(CCO)CCO)cc21 do in these assays?
PI4K2A inh: -1; LDHA inh: -1; USP1 inh: -5%; IDH1 R132H inh: -4%; Vif-APOBEC3F blk: -13%; TrxR1 substrate: 13%[57.1 µM]; Vif-APOBEC3G blk: -1%; Glioma ERSR ind: -3%

What do the screens show for `CCOc1nc(CC)nc(NC(=O)NS(=O)(=O)c2ccccc2Cl)n1`?
PI4K2A inh: -2; LDHA inh: -1; USP1 inh: -20%; IDH1 R132H inh: 9%; Vif-APOBEC3F blk: 3%; TrxR1 substrate: -6%[57.1 µM]; RXFP1 ag: 1.8%; Vif-APOBEC3G blk: 0%; Glioma ERSR ind: -7%

What do the screens show for `CC(C)n1c(SCC(=O)Nc2ccc(F)cc2)nc2c(oc3ccccc32)c1=O`?
PI4K2A inh: -7; LDHA inh: -9; USP1 inh: -20%; IDH1 R132H inh: -4%; Vif-APOBEC3F blk: 5%; TrxR1 substrate: -2%; RXFP1 ag: -0.8%; Vif-APOBEC3G blk: 4%; Glioma ERSR ind: 0%

Results for CC(C)(C)c1ccc(COC(=O)CN2C(=O)NC3(CCCC3)C2=O)cc1 ?
PI4K2A inh: -2; LDHA inh: -3; USP1 inh: -11%; IDH1 R132H inh: -1%; Vif-APOBEC3F blk: -21%; TrxR1 substrate: -11%; RXFP1 ag: -0.1%; Vif-APOBEC3G blk: 0%; Glioma ERSR ind: -1%

What do the screens show for `COC(=O)C1=C(C)NC(C)=C(C(=O)OCC2CCCO2)C1c1cccc(Br)c1` (centres undefined)?
PI4K2A inh: -3; LDHA inh: -3; USP1 inh: -16%; IDH1 R132H inh: -3%; Vif-APOBEC3F blk: -25%; TrxR1 substrate: 20%; RXFP1 ag: -0.2%; Vif-APOBEC3G blk: -2%; Glioma ERSR ind: -1%

Overlap with the part before: two compounds, then new ones.
Results for CC(C)(C)c1ccc(COC(=O)CN2C(=O)NC3(CCCC3)C2=O)cc1 ?
PI4K2A inh: -2; LDHA inh: -3; USP1 inh: -11%; IDH1 R132H inh: -1%; Vif-APOBEC3F blk: -21%; TrxR1 substrate: -11%; RXFP1 ag: -0.1%; Vif-APOBEC3G blk: 0%; Glioma ERSR ind: -1%

What do the screens show for `COC(=O)C1=C(C)NC(C)=C(C(=O)OCC2CCCO2)C1c1cccc(Br)c1` (centres undefined)?
PI4K2A inh: -3; LDHA inh: -3; USP1 inh: -16%; IDH1 R132H inh: -3%; Vif-APOBEC3F blk: -25%; TrxR1 substrate: 20%; RXFP1 ag: -0.2%; Vif-APOBEC3G blk: -2%; Glioma ERSR ind: -1%

What do the screens show for `Cc1cc(C(=O)NC2CCCN(Cc3ccc(Cl)cc3)C2)c(C)o1` (centres undefined)?
PI4K2A inh: -2; LDHA inh: -3; USP1 inh: -11%; IDH1 R132H inh: 2%; Vif-APOBEC3F blk: 4%; TrxR1 substrate: -3%; RXFP1 ag: -1.3%; Vif-APOBEC3G blk: -1%; Glioma ERSR ind: -5%

Results for O=C(CSc1n[nH]c(=O)n1C1CC1)c1ccc2c(c1)OCCO2 ?
PI4K2A inh: -7; LDHA inh: -1; USP1 inh: -5%; IDH1 R132H inh: 2%; Vif-APOBEC3F blk: -1%; TrxR1 substrate: 2%; RXFP1 ag: 0.0%; Vif-APOBEC3G blk: -2%; Glioma ERSR ind: 0%

What do the screens show for `Cc1ccc(C(=O)Nc2ccc(C(F)(F)F)n(C)c2=O)cc1`?
PI4K2A inh: 5; LDHA inh: -2; USP1 inh: -13%; IDH1 R132H inh: 3%; Vif-APOBEC3F blk: 17%; TrxR1 substrate: 8%[57.1 µM]; RXFP1 ag: 9.4%; Vif-APOBEC3G blk: 4%; Glioma ERSR ind: 7%

Results for CC(C)c1ccc(N2C(=O)CS(=O)(=O)C23C(=O)N(Cc2cccc(F)c2)c2ccccc23)cc1 (centres undefined) ?
PI4K2A inh: -4; LDHA inh: 2; USP1 inh: -19%; IDH1 R132H inh: 24%; Vif-APOBEC3F blk: 6%; TrxR1 substrate: -3%; RXFP1 ag: 13%; Vif-APOBEC3G blk: 0%; Glioma ERSR ind: -4%

How did CCN(c1ccccc1)S(=O)(=O)c1ccc(NC(=S)NC(=O)c2ccc(Br)o2)cc1 do in these assays?
PI4K2A inh: 41; LDHA inh: 0; USP1 inh: -13%; IDH1 R132H inh: 6%; Vif-APOBEC3F blk: 1%; TrxR1 substrate: -4%; RXFP1 ag: 1.0%; Vif-APOBEC3G blk: -1%; Glioma ERSR ind: -2%

How did CC[C@H](C)[C@H]1CNC(=S)N1CC1CCN(CCC(C)(C)C)CC1 do in these assays?
PI4K2A inh: -2; LDHA inh: -5; USP1 inh: -23%; IDH1 R132H inh: 0%; Vif-APOBEC3F blk: 7%; TrxR1 substrate: 4%; Vif-APOBEC3G blk: 0%; Glioma ERSR ind: -2%

How did Cc1ccc2nc3n(c(=O)c2c1)CCC3 do in these assays?
PI4K2A inh: -3; LDHA inh: -1; USP1 inh: -2%; IDH1 R132H inh: 2%; Vif-APOBEC3F blk: -21%; TrxR1 substrate: 11%; RXFP1 ag: 1.9%; Vif-APOBEC3G blk: 2%; Glioma ERSR ind: -1%

Results for CCOc1ccccc1NC(=O)C(Sc1nnnn1C)c1ccccc1 (centres undefined) ?
PI4K2A inh: 2; LDHA inh: -4; USP1 inh: -25%; IDH1 R132H inh: 0%; Vif-APOBEC3F blk: -6%; TrxR1 substrate: -2%; RXFP1 ag: 1.7%; Vif-APOBEC3G blk: 0%; Glioma ERSR ind: -4%

How did COCCN1C(=O)c2oc3cc(C)c(C)cc3c(=O)c2C1c1ccc(O)cc1 (centres undefined) do in these assays?
PI4K2A inh: 3; LDHA inh: -2; USP1 inh: -19%; IDH1 R132H inh: 7%; Vif-APOBEC3F blk: 0%; TrxR1 substrate: 5%[57.1 µM]; Vif-APOBEC3G blk: -1%; Glioma ERSR ind: -6%

What do the screens show for `Cc1ccc(CSC2=CS(=O)(=O)c3ccccc3N2)cc1`?
PI4K2A inh: 8; LDHA inh: -3; USP1 inh: -10%; IDH1 R132H inh: 1%; Vif-APOBEC3F blk: -1%; TrxR1 substrate: 9%[57.1 µM]; RXFP1 ag: -0.7%; Vif-APOBEC3G blk: 0%; Glioma ERSR ind: -3%

How did CCC(C)NC(=O)CCc1c(C)nc2cc(-c3ccc(OC)cc3OC)nn2c1C (centres undefined) do in these assays?
PI4K2A inh: -5; LDHA inh: -4; USP1 inh: -24%; IDH1 R132H inh: 1%; Vif-APOBEC3F blk: 6%; TrxR1 substrate: 32%[activator]; RXFP1 ag: 7.0%; Vif-APOBEC3G blk: -8%; Glioma ERSR ind: -3%

Results for COc1cccc(/C=C/C(=O)OCC(=O)Nc2ccccc2Sc2ccccc2)c1 ?
PI4K2A inh: 0; LDHA inh: -3; USP1 inh: -18%; IDH1 R132H inh: -1%; Vif-APOBEC3F blk: 0%; TrxR1 substrate: 11%; RXFP1 ag: 0.3%; Vif-APOBEC3G blk: 0%; Glioma ERSR ind: 0%

Not all compounds are listed. The share of hits here may be higher or lower than overall.
